Assay outcomes as filed in PubChem.
PKA-R1A activ: PKA-R1A complex activation. P00514+P68181. actives 0.083% (n = 340,000). activation, % at 11.4 µM. PKA-R1A dissociation, Cy5-IP20 fluorescence polarization; scaled: DMSO 0%, 113 µM cGMP 100%. AID 504707;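 active = percent activation above the mean of all tested compounds plus 3 SD, cut at about 19% in these data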;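 note: higher means more PKAc released from R1A so a rise in polarization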
DSG3 Ab inh: blocks pemphigus antibody binding to human desmoglein-3 | DSG3-coupled beads, scFv-anti-DSG3-GFP binding, flow cytometry; active compounds read low | binding (percent of control), % at 10 µM | actives 0.48% (n = 310,000) | P32926;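 active = binding more than 3 SD below its plate's average and above zero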;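 note: hits lower antibody fragment binding to DSG3; some compounds called inactive have numbers as strong as hits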
OPRM1-OPRD1 ag: OPRM1-OPRD1 heterodimerization agonism; P35372+P41143; cells, luminescence; activation, % at 9.3 µM; actives 0.3% (n = 340,000); in the data active = activation above about 18%;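 note: 0% = vehicle-treated cells and 100% = reference agonist; values of inactives mirror those of a sister screen read the other way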
Target sequence (P35372 whole entry, looked up): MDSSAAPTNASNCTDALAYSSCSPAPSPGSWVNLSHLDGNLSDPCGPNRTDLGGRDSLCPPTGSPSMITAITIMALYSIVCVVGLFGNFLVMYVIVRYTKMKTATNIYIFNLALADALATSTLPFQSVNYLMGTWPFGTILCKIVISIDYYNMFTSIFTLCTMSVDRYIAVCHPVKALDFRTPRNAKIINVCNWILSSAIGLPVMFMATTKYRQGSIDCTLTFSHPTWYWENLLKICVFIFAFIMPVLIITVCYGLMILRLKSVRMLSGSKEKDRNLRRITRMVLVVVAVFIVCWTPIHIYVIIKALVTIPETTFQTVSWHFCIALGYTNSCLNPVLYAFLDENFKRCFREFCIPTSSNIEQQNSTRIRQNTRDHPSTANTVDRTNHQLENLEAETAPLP
Target sequence (P41143 whole entry, looked up): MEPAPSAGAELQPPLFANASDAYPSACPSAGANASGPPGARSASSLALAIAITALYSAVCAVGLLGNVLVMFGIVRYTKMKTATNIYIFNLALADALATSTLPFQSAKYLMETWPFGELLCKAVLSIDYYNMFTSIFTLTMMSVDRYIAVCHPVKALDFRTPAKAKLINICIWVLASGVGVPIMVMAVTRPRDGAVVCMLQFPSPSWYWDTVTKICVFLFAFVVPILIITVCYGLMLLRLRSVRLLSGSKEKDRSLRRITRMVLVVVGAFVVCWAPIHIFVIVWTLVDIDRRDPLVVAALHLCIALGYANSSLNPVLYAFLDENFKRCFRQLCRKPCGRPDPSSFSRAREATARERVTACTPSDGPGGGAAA
MOR-DOR inv ag: inverse agonist of human OPRM1-OPRD1 heterodimerization; AID 504357; P35372+P41143; actives 0.21% (n = 340,000); inhibition, % at 9.3 µM; cell-based MOR-DOR heterodimer luminescence, inverse agonism; in the data active = inhibition above about 22%, passing the limit was not always enough;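 note: 0% = cells with DMSO and 100% = wells without cells with DMSO; values of inactives mirror those of a sister screen read the other way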
E coli growth: counter-screen for AddAB inhibitors: E. coli growth inhibition. actives 0.27% (n = 330,000). inhibition, % at 11.9 µM. E. coli V3065 growth, OD600 absorbance, 18 h. AID 449728;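 active = inhibition above the campaign's mean inhibition across all tested compounds plus 3 SD, cut at about 9.9% in these data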;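 note: uninfected addAB+ strain grown without phage in ampicillin broth; 0% = DMSO wells and 100% = ciprofloxacin 0.95 µg/ml wells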
AddAB inh: less growth of phage-infected E. coli with AddAB. E. coli expressing H. pylori AddAB, absorbance growth. inhibition, % at 11.9 µM. actives 0.29% (n = 330,000). AID 435030; in the data active = inhibition above about 12%;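 note: 0% = vehicle wells of infected cells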
Mot1-301 SUMO: blocks SUMOylation pathway, rescuing yeast Mot1-301 growth; S. cerevisiae Mot1-301 growth rescue, ATP luminescence, 38.5C; percent above DMSO median, 100 means doubled; growth rescue, % at 18.8 µM; actives 1% (n = 320,000);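 active = every valid replicate shows activation above 250% relative to neutral control wells; inactive = the rest, any valid replicate at or below 250%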;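 note: OY570 slx delta 5 strain wells were the positive control but not used for scaling; some compounds called inactive have numbers as strong as hits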
Tat transport: inhibitors of E. coli Tat protein transport; actives 0.036% (n = 340,000); E. coli MC4100 TorA-mCherry Tat export, fluorescence; inhibition, % at 10 µM;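 active = mean replicate inhibition at least 50% and at least half of replicates individually reaching 50%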;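 note: exported cargo escapes ClpAP degradation while cytoplasmic cargo is degraded and loses fluorescence; 0% = median of neutral control wells and 100% = median of NaSCN control wells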
PfHsp90 yeast 2: growth inhibition of yeast expressing Plasmodium Hsp90. S. cerevisiae expressing PfHsp90, BacTiter-Glo ATP, 48 h; yeast lacking PDR1 and PDR3 efflux regulators. inhibition, % at 9.4 µM. actives 0.32% (n = 310,000). AID 504621;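 active = every replicate shows inhibition above about 80%, whatever the replicate mean, limit read from the data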;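 note: 0% = DMSO neutral controls and 100% = 20 µM radicicol positive controls; yeast relying on Plasmodium falciparum Hsp90 in place of its own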
Arrestin-AP2 inh: inhibitors of human beta-arrestin and AP2 interaction; FITC-arrestin peptide / GST-AP2 beads, flow cytometry; AP2 beta2 appendage carries R879A mutation; inhibition, % at 10 µM; actives 0.31% (n = 340,000);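 active = inhibition above a set limit, near 3 SD of compounds lacking own fluorescence, cut at about 54% in these data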;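 note: plate controls were DMSO wells for no effect and 5 µM unlabelled arrestin peptide for full effect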
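Measured by: flow cytometry, FL1 (488/535 nm); Material: AP2 appendage R879A on GSH beads; Evaluation: percent response; Timing: pre-incubation 12 min, peptide binding 1 h, room temperature; Also added: 50 nM FITC-arrestin peptide; Medium: PBS with 0.05% Tween 20 and 0.1% BSA.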
phage Ecoli inh: E. coli growth loss with phage present. growth absorbance. actives 0.26% (n = 360,000). inhibition, % at 11.9 µM; in the data active = inhibition above about 11%
An asterisk follows results filed as active; nt = not tested or not shown.

SMILES	PKA-R1A activ	DSG3 Ab inh	OPRM1-OPRD1 ag	MOR-DOR inv ag	E coli growth	AddAB inh	Mot1-301 SUMO	Tat transport	PfHsp90 yeast 2	Arrestin-AP2 inh	phage Ecoli inh
O=C(O)CN1C(=O)/C(=C/c2ccccc2Br)Oc2ccccc21	-3.1	102.4	0.4	-2.0	-0.6	-0.8	10.3	-6.3	5.5	30.2	3.4
COc1ccc(NC(=O)C2(c3cccs3)CCOCC2)cc1	9.0	98.1	-1.2	6.7	0.8	0.1	-7.3	-2.9	-34.5	-0.1	-0.3
O=C(N/N=C/c1ccc2c(c1)OCO2)C(=O)Nc1cccc(Cl)c1	2.1	98.0	-1.1	5.5	-2.1	2.6	-0.5	-1.0	4.7	26.8	1.1
O=C1CN(C(=O)CSc2nnnn2-c2ccc(Cl)cc2)c2ccccc2N1	-11.4	99.5	-1.3	7.0	-3.1	0.8	-3.0	4.7	4.6	-3.2	3.0
C#CCOCCOCCOCCNc1nc(N2CCN(C(=O)[C@H](CCCN=C(N)N)n3cc(C(N)[C@@H](C)CC)nn3)CC2)nc(N2CCN(C(=O)[C@H](CC(N)=O)n3cc([C@@H](N)C(C)C)nn3)CC2)n1 (stereo partly drawn)	7.9	104.1	-1.7	9.4	-3.0	-0.9	16.7	-10.7	7.6	24.9	3.4
CCCn1nc(C(=O)NNC(=O)CCCOc2ccc(C)cc2)c2ccccc2c1=O	-9.0	110.6	-2.9	14.7	-0.6	-1.5	0.7	-0.6	-14.2	-2.2	-1.2
CCN(c1cccc(C)c1)S(=O)(=O)c1cnc[nH]1	-1.9	99.8	1.0	-5.6	-3.0	0.1	2.7	-1.3	11.3	-4.0	0.8
C=CCn1c(SCC(=O)Nc2ccc3c(c2)OCCO3)nnc1-c1ccco1	4.4	94.2	-2.2	11.8	0.0	0.8	-12.2	-7.4	8.3	24.2	0.6
Cc1c(C(=O)NC(=S)N(Cc2ccccc2)c2ccccn2)cccc1[N+](=O)[O-]	0.5	103.6	0.2	-0.9	1.9	1.5	3.9	9.6	nt	19.9	0.6
O=C(CO/N=C/c1ccc(Cl)cc1Cl)NNC(=O)c1ccc(Cl)cc1Cl	-10.2	nt	-2.4	11.9	0.8	5.5	-1.7	-4.3	-1.5	1.0	4.5
O=C(O)CCN=CC1=C(O)CC(c2ccccc2)CC1=O (stereo not drawn)	-5.3	106.4	-0.6	4.1	1.6	2.0	1.4	10.0	-29.9	6.9	2.2
COc1ccc(OC)c(NC(=O)COC(=O)CSc2ccc(Cl)cc2)c1	3.9	129.8	0.7	-3.7	0.0	-0.5	-6.3	1.6	-44.0	2.6	0.8
CCOCC(=O)Nc1ccc([N+](=O)[O-])cc1OC	-9.4	101.8	-3.0	15.3	-1.6	3.2	-4.1	-2.3	17.4	-1.4	3.4
CN(C)C(=O)NC1C=CS(=O)(=O)C1 (stereo not drawn)	-3.9	105.4	-3.6	19.2	-4.3	-0.1	62.5	-4.9	6.9	34.6	-0.2
O=C(CN(CCCN1CCOCC1)C(=O)Cn1nnc(-c2ccc(F)cc2)n1)NC1CCCCC1	-4.4	102.1	-2.2	11.8	2.3	2.3	1.7	-2.5	20.2	-0.6	3.2
CCOc1ccc(N(CC(=O)N/N=C/c2ccccn2)S(=O)(=O)c2ccc(Cl)cc2)cc1	-3.1	104.8	1.5	-10.3	nt	nt	-3.9	4.5	11.6	-24.6	0.2
CCOC(=O)c1cnc(SC)nc1Oc1cccc(NC(=O)c2ccc(C)cc2)c1	-1.0	110.1	0.3	-1.1	1.7	3.3	26.4	1.8	-83.4	3.4	2.2
COc1cc(/C=N/n2c(-c3ccccc3)n[nH]c2=S)cc(OC)c1OC	-7.2	116.4	-0.8	3.8	-2.6	2.5	2.9	6.6	-0.7	-11.2	2.6
Cc1ccc(NC(=O)CN(C)C(=O)COc2ccccc2-c2ccccc2)cc1	5.9	116.0	1.6	-8.0	-1.3	-0.2	3.4	4.8	2.6	33.1	1.9
O=C(CCCc1nc(-c2ccccc2)no1)NC1CCCCC1	2.9	91.7	-1.1	6.4	0.2	3.0	-6.0	-2.4	7.4	-4.9	-0.3
COC(C(=O)Nc1ccccc1C(=O)N1CCOCC1)c1ccccc1 (stereo not drawn)	-0.1	102.0	-2.5	13.0	-0.6	-0.4	6.2	0.9	-5.1	-11.7	1.7
CCCC(O)(c1ccc(CC)cc1)C(CN1CCOCC1)c1ccccc1 (stereo not drawn)	-2.6	nt	6.2	-28.1	nt	nt	22.5	13.4	8.7	13.1	-0.3
CSc1nc2c(c(=O)[nH]1)C(c1ccc(Cl)cc1)CC(=O)N2 (stereo not drawn)	-7.2	94.7	0.4	-2.0	-1.4	0.3	-6.7	2.7	-4.5	-15.3	5.0
CCOC(=O)c1c(NC(=O)CNC2CCCCC2)sc(C)c1C	-6.5	99.3	2.5	-12.6	0.0	0.8	-7.9	10.1	13.6	23.6	2.5
NC(=S)N=Nc1c(O)[nH]c2ccc(F)cc12	4.7	100.0	-2.4	15.1	3.6	7.4	-19.3	-2.3	-14.0	6.0	6.7
COc1ccc(-c2oc(=O)c3cc(OC)c(OC)cc3c2/C=C/c2ccc(F)cc2)cc1	8.7	100.8	-3.3	17.9	-0.8	1.4	-23.8	-7.1	4.1	-0.5	1.2
CC1=C(C#N)CCC(=O)N1Cc1c(C)cc(C)cc1C	-4.3	nt	-1.9	8.0	-2.2	1.1	-7.5	1.1	-14.0	12.6	0.8
O=C(O)CCN1C(=O)c2ccccc2Sc2ncccc21	7.0	104.8	-2.2	10.3	-1.1	-0.6	5.7	-4.0	1.6	36.6	-0.9
COC(=O)C1=C(C(=O)c2ccc(C)cc2)C(c2ccc(OC)c(OC)c2)n2nnnc2N1 (stereo not drawn)	-9.7	102.9	-4.2	22.7	1.4	-2.1	11.4	-3.8	0.0	-0.4	2.1
CC(C)[C@H](NC(=O)c1ccccc1F)C(=O)OCC(=O)NC1CC1	-6.9	102.0	-0.1	0.7	-1.1	-0.9	1.5	5.3	6.9	34.3	2.3
COc1ccc(C2c3[nH]c4ccccc4c3CCN2CCCn2cccn2)cc1C (stereo not drawn)	4.4	105.0	-0.3	1.4	0.0	1.6	-5.6	2.7	13.0	15.6	4.0
O=C(CN1CCN(C(=O)c2ccco2)CC1)Nc1ccc(Cl)c(S(=O)(=O)N2CCOCC2)c1	-4.0	98.6	-2.5	12.9	2.9	2.2	58.9	5.3	-14.5	-42.4	0.0
COc1cc(-c2nc3cnccn3c2Nc2ccc(C(C)C)cc2)ccc1O	0.5	126.3	3.3	-15.2	-0.4	1.1	-15.5	-0.8	-24.3	6.7	-0.1
Cc1ccc(C(=O)NCc2n[nH]c(=S)n2-c2ccccc2)cc1[N+](=O)[O-]	-12.2	96.6	1.9	-9.2	0.7	2.9	253.7	8.8	-2.4	-4.0	3.2
COC(=O)Nc1ccc(S(=O)(=O)Nc2cnc3ccccc3n2)cc1	2.1	105.3	-1.2	6.5	-0.7	-0.2	-0.7	-5.1	-19.6	-8.5	4.4
CCN(Cc1ccccc1)C(=O)c1ccc(SC)cc1OC	-6.4	98.9	-2.4	11.0	-2.5	0.1	-25.7	1.0	-5.9	9.1	2.9
Cn1c(CN2CCOCC2)nnc1SCC(=O)Nc1ccc2c(c1)OCCO2	4.9	98.2	-1.2	6.7	1.8	2.3	3.5	18.2	24.0	-5.2	3.0
COc1ccc2oc(C(=O)Nc3ccc(C)cn3)c(C)c2c1	-7.5	104.5	-0.9	5.6	-0.8	0.5	16.2	-2.2	nt	-7.4	6.6
CCn1c(CC(=O)Nc2ccccc2Cl)nnc1SCC(=O)NC1CCCC1	0.5	85.7*	1.1	-8.8	0.4	2.7	-16.4	4.3	27.8	33.3	0.8
COc1ccc(C(=O)/C=C/c2ccc(F)cc2)c(OC(=O)c2ccc([N+](=O)[O-])cc2)c1	-11.0	103.1	-1.5	9.1	-1.9	-3.1	-13.9	-9.3	-12.0	4.8	3.3
C=CCn1c(SC(C)C(=O)NCC2CCCO2)nnc1-c1ccc(OC)cc1 (stereo not drawn)	8.6	nt	-3.9	14.4	1.1	-2.0	2.2	-9.6	-11.2	-9.9	1.6
CC(C)(C)S(=O)(=O)N1Cc2ccc(CO)cc2[C@H]1CCO	3.2	101.5	-3.6	16.7	nt	nt	nt	-2.8	-4.9	36.8	0.6
O=C(CSC1=NS(=O)(=O)c2cc(Cl)ccc2N1)NCCc1ccccc1	-2.1	100.8	3.8	-20.7	1.8	4.4	-19.3	2.8	19.8	2.5	3.2
CC(C(=O)Nc1ccccc1)N(C)CCOc1ccc(Br)cc1 (stereo not drawn)	-13.0	83.7	2.5	-16.5	-0.1	0.6	-13.0	2.4	9.2	-6.2	4.3
Cc1ccc(OCC(=O)O/N=C(\N)c2ccncc2)c(C)c1	-13.0	nt	1.4	-9.1	0.6	2.0	-23.0	-1.1	26.3	-10.1	1.1
NC(=O)c1ccc(NC(=O)COC(=O)CCc2ccc(S(=O)(=O)N3CCCCC3)cc2)cc1	-14.6	89.3	-3.4	17.6	-1.1	1.4	3.5	4.8	-36.2	-7.7	1.1
O=C(Cn1nc(-c2ccccc2)ccc1=O)NCC1COCCO1 (stereo not drawn)	2.1	101.2	1.5	-8.3	-0.9	-0.1	-1.1	-4.3	-17.5	-11.8	1.7
OCCN(CCO)c1nc2ccccc2[nH]1	17.0	98.7	-2.2	11.9	-1.2	-0.4	3.5	-0.2	-37.3	14.0	1.9
C[C@H](NS(=O)(=O)OCC(Cl)(Cl)Cl)C1CC1c1ccccc1 (stereo partly drawn)	-4.8	97.7	7.5	-41.9	-1.9	4.1	71.1	11.4	4.9	0.6	4.6
COc1ccc(C(=O)N(C)CCCC2CCCC2)cc1OC1CCN(C(C)=O)CC1	3.1	110.6	0.3	-1.2	1.6	4.2	0.1	5.6	-15.7	-9.8	1.7
CC(O)c1ccc(Oc2cnccn2)cc1 (stereo not drawn)	1.4	96.3	-3.9	17.4	-1.6	-2.7	-7.3	-2.1	2.5	28.1	0.2
CCOc1ccc(NC(=O)CSc2nnnn2C2CCCC2)cc1	-3.4	101.4	1.2	-9.5	-1.8	1.6	96.5	-1.3	18.0	-7.2	0.7

Some of the entries so far, with each value named.
C[C@H](NS(=O)(=O)OCC(Cl)(Cl)Cl)C1CC1c1ccccc1 (stereo partly drawn)
- PKA-R1A activ: -4.8
- DSG3 Ab inh: 97.7
- OPRM1-OPRD1 ag: 7.5
- MOR-DOR inv ag: -41.9
- E coli growth: -1.9
- AddAB inh: 4.1
- Mot1-301 SUMO: 71.1
- Tat transport: 11.4
- PfHsp90 yeast 2: 4.9
- Arrestin-AP2 inh: 0.6
- phage Ecoli inh: 4.6

COc1ccc(C(=O)N(C)CCCC2CCCC2)cc1OC1CCN(C(C)=O)CC1
- PKA-R1A activ: 3.1
- DSG3 Ab inh: 110.6
- OPRM1-OPRD1 ag: 0.3
- MOR-DOR inv ag: -1.2
- E coli growth: 1.6
- AddAB inh: 4.2
- Mot1-301 SUMO: 0.1
- Tat transport: 5.6
- PfHsp90 yeast 2: -15.7
- Arrestin-AP2 inh: -9.8
- phage Ecoli inh: 1.7
